Screening results: PubChem, National Center for Advancing Translational Sciences (NCATS)
NIH3T3 tox: NIH 3T3 cell cytotoxicity. NIH 3T3 viability, CellTiter-Glo ATP luminescence, 48-72 h. Potency, µM (top dose mostly 96.7 µM), inactives show at the top dose activity change, negative = cytotoxicity, hits mostly inhibitors. 94,000 tested, 4.3% active. AID 1345082; note: potency is the fitted concentration of half-maximal effect; nearly all actives have a fitted effect of over 55% in size
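Cytotoxicity was measured by CellTiter-Glo ATP luminescence after 48 or 72 h compound exposure at 37 °C. Mouse NIH 3T3 fibroblasts were seeded at 400 cells/well and dosed by 23 nL pin transfer.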
IP6K1 inh: inhibitors of human IP6K1 | Q92551 | IP6K1 kinase, ADP-Glo luminescence, 2 h; stronger effect = lower value | 140,000 tested, 0.81% active | activity change, % (series mostly up to about 58 µM); in the data active = activity change below about -25%
Target sequence (Q92551 whole entry, looked up): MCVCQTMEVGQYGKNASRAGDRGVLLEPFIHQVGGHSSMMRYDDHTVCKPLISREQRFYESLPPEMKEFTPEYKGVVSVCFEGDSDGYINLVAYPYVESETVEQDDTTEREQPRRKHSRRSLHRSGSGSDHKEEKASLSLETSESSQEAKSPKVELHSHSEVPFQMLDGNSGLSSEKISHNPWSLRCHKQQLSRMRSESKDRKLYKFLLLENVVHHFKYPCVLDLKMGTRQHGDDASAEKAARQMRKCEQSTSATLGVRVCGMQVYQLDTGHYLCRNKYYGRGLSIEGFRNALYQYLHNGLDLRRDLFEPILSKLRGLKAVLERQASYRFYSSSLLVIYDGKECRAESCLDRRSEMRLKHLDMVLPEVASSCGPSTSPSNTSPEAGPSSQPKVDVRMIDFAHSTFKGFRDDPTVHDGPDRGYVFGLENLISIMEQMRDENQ
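ADP-Glo luminescence measures ADP made by human IP6K1 during a 2 h RT reaction with ATP/IP6 (mix at 1.3 mM/130 uM); top library doses 57.5 and 19.1 uM final.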
GPT2 inhibitor: blocks human glutamate pyruvate transaminase 2. Q8TD30. Recombinant GPT2, coupled pyruvate oxidase/HRP Amplex Red fluorescence. Potency, µM (titrated, usually from 57.7 µM), inactives show at the highest dose activity change, negative = inhibition, most hits filed as inhibitors. 100,000 tested, 0.25% active. AID 1671188; note: potency is the fitted concentration of half-maximal effect; nearly all actives have a fitted effect of over 60% in size; many of its hits are not listed in these tables
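Recombinant GPT2 (10ng/uL) with 250uM a-KG and 2mM L-alanine, 30 min at room temperature, in HEPES pH 7.5 buffer. Pyruvate detected by pyruvate oxidase/HRP/Amplex Red fluorescence after 30 min in the dark; AOA (50uM) as positive control.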
HEK293 viab: cell viability loss counter-screen; Potency, µM (doses to about 57.1 µM), inactives show top-dose activity change, negative = cytotoxicity, actives largely listed as cytotoxic; AID 1671193; 150,000 tested, 0.12% active; HEK-293-SNCA-luc viability, GF-AFC fluorescence, 24 h;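 note: potency is the fitted concentration of half-maximal effect; 0% = DMSO-treated cells and -100% = medium-only wells without cells; nearly all actives have a fitted effect of over 30% in size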
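HEK-293-SNCA-luc cells (1500/well) plated 24 h, then exposed 24 h to a dilution series; GF-AFC added 30 min at 37C, fluorescence 405/540 nm; normalised to medium-only and DMSO wells, Hill fit.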
FLuc inh: inhibitors of firefly (Photinus pyralis) luciferase; purified P. pyralis luciferase, luminescence, biochemical; Potency, µM (highest dose often 115 µM), for the others: at the highest dose activity change, negative = inhibition, hits mostly inhibitors; 76,000 tested, 2.5% active; note: potency is the fitted concentration of half-maximal effect; nearly all actives have a fitted effect of over 65% in size
Target sequence (P08659 whole entry, looked up): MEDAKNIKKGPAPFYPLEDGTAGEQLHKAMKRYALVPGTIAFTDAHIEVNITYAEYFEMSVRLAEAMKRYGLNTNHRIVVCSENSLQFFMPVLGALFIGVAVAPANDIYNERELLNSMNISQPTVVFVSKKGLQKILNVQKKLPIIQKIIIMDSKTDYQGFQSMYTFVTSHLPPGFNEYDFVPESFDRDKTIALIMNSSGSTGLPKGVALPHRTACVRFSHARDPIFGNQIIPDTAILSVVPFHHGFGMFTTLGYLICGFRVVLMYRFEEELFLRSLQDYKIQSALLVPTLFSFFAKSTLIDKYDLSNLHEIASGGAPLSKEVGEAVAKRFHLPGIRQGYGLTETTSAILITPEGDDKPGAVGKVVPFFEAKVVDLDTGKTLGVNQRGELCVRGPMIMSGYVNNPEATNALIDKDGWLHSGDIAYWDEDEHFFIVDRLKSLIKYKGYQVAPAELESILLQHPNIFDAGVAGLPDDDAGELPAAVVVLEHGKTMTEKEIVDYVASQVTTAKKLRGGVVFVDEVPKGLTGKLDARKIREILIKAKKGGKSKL
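Cell-free enzyme assay, 10nM P. pyralis luciferase, luciferin and ATP each at 10uM. Inhibition profiled over a 6-point titration, read as luminescence.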
HEK293 tox: kills HEK 293 cells. HEK 293 viability, ATP luminescence (CellTiter-Glo), 48-72 h. Potency, µM (highest dose often 115 µM), without a hit: at the top dose activity change, negative = cytotoxicity, usual class: inhibitors. 94,000 tested, 6.6% active. AID 1345083; note: potency is the fitted concentration of half-maximal effect; nearly all actives have a fitted effect of over 60% in size
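HEK 293 cells at 250 cells/well were exposed to compounds by pintool transfer for 48 or 72 hr at 37 degree Celsius, 5% CO2. Viability was read as ATP-coupled luminescence with CellTiter-Glo after 10 min at room temperature.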
SNCA expr inh: inhibitors of alpha-synuclein (SNCA) gene expression. 140,000 tested, 0.17% active. AID 1671194. HEK-293 SNCA-luciferase knock-in, luminescence, 24 h. Potency, µM (series often up to 57.2 µM), for the others: top-dose activity change, negative = inhibition, most hits filed as inhibitors;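 note: potency is the fitted concentration of half-maximal effect; plate controls were DMSO cells for no effect and cell-free wells for full effect; nearly all actives have a fitted effect of over 45% in size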
* hit, by the source's call; i = inactive; ? = inconclusive; / = not tested or not shown; & = joins results of further samples; [ ] = remark or other dose. Unless noted, calls come from the whole dose curve; as a rule, active = well fitted curve in the direction sought with a large enough effect; inconclusive = small, poorly fitted or top-dose-only effect, or another doubt; inactive = no such curve, though single readings can be large; an effect the other way counts as inactive or inconclusive. Unless noted, % is set by controls: 0 for no effect and ±100 for the full control effect. A portion of the library. The share of hits here may be higher or lower than overall.

entry	Compound	NIH3T3 tox	IP6K1 inh	GPT2 inhibitor	HEK293 viab	FLuc inh	HEK293 tox	SNCA expr inh
1	COCCO[C@H]1C(=O)N(C2CCN(C(=O)NC(C)C)CC2)[C@H]1c1ccncc1	i	6	i	3%	-9%	i	4%
2	COc1ccc(CCNc2ncnc3c2CN(c2ccccc2)C(=O)CN3C)cc1	?	2	-8%	-14%	-10%	?	5%
3	CNC(=O)[C@@H]1CN(C(=O)c2ccc(Cl)cc2)C[C@H]1CO	-3%	7	i	-1%	-10%	-12%	6%
4	Cc1nc(N2CCN(C(=O)c3ccoc3)CC2)cc(C(F)(F)F)n1	-5%	9	i	-7%	0%	-7%	-24%
5	O=C(CCc1ccccc1)NCc1ccc2c(c1)CCN2C(=O)c1ccccc1	/	-12	/	3%	/	/	?
6	COc1cc(SC)c(OC)cc1CN1CCC2(CC(=O)NC2=O)C1 (stereo not given)	-1%	0	0%	-4%	0%	-3%	3%
7	O=C(N[C@H]1C[C@@H]2C(=O)N[C@H]3CCN(C(=O)C4CCCC4)[C@@H]3C(=O)N2C1)c1ccc(F)c(Cl)c1	2%	-9	0%	1%	-2%	-9%	-1%
8	CC(C)n1ccc2c(NC(=O)Cn3nc4c(cc3=O)CCCCC4)cccc21	-30%	-7	3%	-2%	?	?	-27%
9	COc1cccc(-c2cc3c(ccn3CC3CCN(C)CC3)c(N3CCOCC3)n2)c1	25µM*	-4	-26%[88.5 µM]	-28%[87.6 µM]	5%[172 µM]	63µM*	?
10	CN1C(=O)CC(C(=O)O)C12CCN(Cc1cncs1)CC2 (stereo not given)	i	5	-8%	6%	2%	i	-3%
11	CN(C)c1cccc(C(=O)N2CCCN(c3cc(-c4ccc(F)cc4)[nH]n3)CC2)c1	3%	20	2%	-3%	22µM*	?	155%[activator]
12	CCOCCCNC(=O)c1cc(-c2ccccc2C(F)(F)F)nc2c1cnn2C	-16%	4	/	/	/	-11%	/
13	COc1ccccc1CNC(=O)c1ccc(Cn2c(SCc3ccccc3)nc3cccnc32)cc1	/	-8	/	-28%	/	/	7%
14	CSc1ccc(-c2cccc(C(=O)NCC(=O)NCC(C)C)c2)cc1	-24%	1	i	4%	/	-31%	-14%
15	COc1cc(NC(=O)N2C[C@@H]3C[C@H](C2)c2ccc(NC(=O)c4ccc(F)cc4)c(=O)n2C3)cc(OC)c1	?	-7	1%	-4%	7%	1%	16%
16	CCOC(=O)c1c(C)[nH]c(CCC(=O)NCc2cc(OC)c(OC)c(OC)c2)c1C	/	4	/	3%	/	/	?
17	COc1ccc(Cc2nc3c4cnn(-c5cccc(F)c5)c4ncn3n2)cc1	/	13	/	-1%	/	/	10%
18	CCOc1ccc2c(n1)CCN(C(=O)Cc1ccc(F)cc1)C2	-16%	8	i	-12%[12.5 µM]	-6%	?	20%
19	CCCSc1ncc(Cl)c(C(=O)Nc2ccc(S(=O)(=O)Nc3ncccn3)cc2)n1	/	-14	/	9%	/	/	19%
20	CCOC(=O)C(C)NC(=O)C1CCN(c2ncnc3c2nc2n3CCCCC2)CC1 (stereo not given)	/	0	/	2%	/	/	-19%
21	O=[S+]1([O-])NCC2(CCN(CC3CC3)CC2)Nc2ccccc21	i	6	-4%[88.5 µM]	1%[87.6 µM]	4%[172 µM]	i	-9%[87.6 µM]
22	COc1ccc2nc(NC(=O)c3nc(S(=O)(=O)Cc4cccc(C)c4)ncc3Cl)sc2c1	/	-2	/	?	/	/	?
23	CC(C)c1noc(-c2cn(C3CCN(C(=O)c4cccc5[nH]ccc45)C3)nn2)n1 (stereo not given)	?	-6	i	8%	-4%	?	?
24	Cc1ccc(C(=O)N2CCC3(C2)C(=O)Nc2ccccc23)cc1 (stereo not given)	-24%	-5	5%	2%	/	-18%	43%[activator]
25	O=C(Nc1ccc2nc(SCC(=O)N3CCCc4ccccc43)sc2c1)c1ccc(F)cc1	/	20	/	-29%	/	/	3%
26	CC(c1ccccn1)N(C)Cc1ccc(S(C)(=O)=O)cc1 (stereo not given)	0%	-5	-11%	7%	-4%	i	24%
27	O=C(O)c1ccc(C2CCCN(C(=O)CN3CCc4ccccc4C3)C2)cc1 (stereo not given)	-24%	7	-11%[11.5 µM]	8%	0%	-6%	-10%
28	Cc1c(Cl)cccc1-c1ccc(CNc2ccc3[nH]c(=O)[nH]c3c2)o1	/	-7	/	6%	/	/	30%
29	O=C(O)CCn1ncc2cc(OC3CCN(C(=O)Oc4ccccc4Cl)CC3)ccc21	8.9µM*	5	1%	1%	-17%	-26%	1%
30	COC(=O)[C@@]1(c2ccc(C)cc2)C[C@H]1CN1CCC(O)(c2ccccc2)CC1	/	-12	?	4%	/	/	/

Continued.
Values run as follows: NIH3T3 tox	IP6K1 inh	GPT2 inhibitor	HEK293 viab	FLuc inh	HEK293 tox	SNCA expr inh
31) COCc1noc(CN2CCN(C)C3(CCC(=O)N(CC4CC4)CC3)C2)n1 (stereo not given)
    -2%	-1	2%	-2%	10%	-3%	-8%
32) O=C(Nc1ccc(C(F)(F)F)cc1)N1CCCC1c1nncn1C1CCCC1 (stereo not given)
    ?	1	-5%	-7%	4%	-22%	11%
33) O=C(Cc1c(F)cccc1Cl)NC1CCc2nn(CC3CC3)c(=O)n2CC1 (stereo not given)
    -21%	-9	2%	9%	-14%	-6%	2%
34) COCC(=O)N1CCCN(c2ccc3nnc(-c4ccccc4)n3n2)CC1
    -11%	10	/	/	/	?	/
35) Cn1nc(C(=O)N2CCc3nn(CC4CC4)c(=O)n3CC2)c2ccccc21
    -5%	-1	i	-2%	?	i	88%[activator]
36) O=[S+]([O-])(c1cccnc1)N1CCNc2cnc(Nc3ccc(-n4ccnc4)cc3)nc2C1
    ?	-2	3%	-4%	-11%	-22%	1%
37) CCOCCn1ccc2c(OCC(=O)Nc3cc(C)cc(C)c3)cccc2c1=O
    /	20	/	10%	/	/	-7%
38) Cc1cc(O)c(C(c2cccc(F)c2)N2CCC(C)CC2)c(=O)n1Cc1ccco1 (stereo not given)
    /	-7	/	0%	/	/	-17%
39) O=C(c1ccc(F)cc1)n1nc(-c2cccnc2)nc1NCc1ccccc1
    /	2	/	5%	/	/	14%
40) NC(=O)CNC(=O)C1=C[C@@H](NC(=O)Nc2cccc(F)c2)[C@@H](O)[C@H](O)C1
    3%[174 µM]	-7	1%[88.5 µM]	-4%[87.6 µM]	4%[172 µM]	5%[172 µM]	-20%[87.6 µM]
41) CCc1nc2c(c(-c3ccc(O)cc3)n1)CN(C(=O)Cc1ccc(F)cc1)CC2
    ?	9	0%	-3%	/	-2%	5%
42) CSCCC(NS(=O)(=O)c1ccc2c(c1)oc(=O)n2C)C(=O)NCc1ccccc1 (stereo not given)
    /	14	/	-11%	/	/	-20%
43) COc1ccc(-c2csc3nc(-c4ccc(C)cc4)oc(=O)c23)cc1OC
    /	15	/	0%	/	/	11%
44) Cc1nnc([C@@H]2CC(F)(F)CN2C(=O)c2ccco2)o1
    -16%	0	i	2%	-12%	-7%	11%
45) COC(=O)c1sc2cccc(F)c2c1S(=O)(=O)NCc1ccc(Cl)cc1
    /	-11	/	-2%	/	/	-4%
46) OCC1CN(Cc2ccccc2)CC12CCN(C1CCC1)CC2 (stereo not given)
    -20%	3	-1%	-14%[12.5 µM]	7%	-27%	9%
47) O=C(c1cc2ccccc2o1)N1CCC2(CCCN(Cc3ccccc3F)C2)C1 (stereo not given)
    ?	-4	-16%	5%	-1%	?	?
48) Cc1noc(C)c1S(=O)(=O)N1CCCC(Cc2noc(-c3cccnc3)n2)C1 (stereo not given)
    -20%	0	-7%	0%	0%	12%	14%
49) O=C(c1cccc(F)c1)N1CC2CC(C1)[C@H]1CCCC(=O)N1C2 (stereo not given in full)
    -1%	-7	-1%	5%	-10%	3%	-3%
50) C=CCN(C)C(=O)[C@@H](C)C1CC[C@@]2(C)Cc3sc(NS(=O)(=O)c4ccc(Cl)cc4)nc3[C@@H](C)[C@@H]2[C@H]1O (stereo not given in full)
    ?	-9	i	0%	-20%	?	-14%
51) O=C(c1ccoc1)N1CCN(C(=O)c2nnn3c2COC(c2ccc(Cl)cc2)C3)CC1 (stereo not given)
    -22%	-6	i	-6%	-1%	?	27%
52) c1ccc(CNc2nc(N3CCOc4ccccc43)nc3c2CCCC3)cc1
    /	3	i	-5%&4%	/	/	-4%
53) Cc1ccc([N+](=O)[O-])c(Oc2ncnc3c2oc2ccccc23)c1
    /	-29*	/	1%	/	/	20%
54) COc1cc(/C=C/c2nc(C#N)c(NC(C)c3ccccc3)o2)cc(OC)c1OC (stereo not given)
    /	-6	/	10%	/	/	-11%

Quoted at random: seven entries already listed
Values run as follows: NIH3T3 tox	IP6K1 inh	GPT2 inhibitor	HEK293 viab	FLuc inh	HEK293 tox	SNCA expr inh
45) COC(=O)c1sc2cccc(F)c2c1S(=O)(=O)NCc1ccc(Cl)cc1
    /	-11	/	-2%	/	/	-4%
36) O=[S+]([O-])(c1cccnc1)N1CCNc2cnc(Nc3ccc(-n4ccnc4)cc3)nc2C1
    ?	-2	3%	-4%	-11%	-22%	1%
33) O=C(Cc1c(F)cccc1Cl)NC1CCc2nn(CC3CC3)c(=O)n2CC1 (stereo not given)
    -21%	-9	2%	9%	-14%	-6%	2%
42) CSCCC(NS(=O)(=O)c1ccc2c(c1)oc(=O)n2C)C(=O)NCc1ccccc1 (stereo not given)
    /	14	/	-11%	/	/	-20%
32) O=C(Nc1ccc(C(F)(F)F)cc1)N1CCCC1c1nncn1C1CCCC1 (stereo not given)
    ?	1	-5%	-7%	4%	-22%	11%
52) c1ccc(CNc2nc(N3CCOc4ccccc43)nc3c2CCCC3)cc1
    /	3	i	-5%&4%	/	/	-4%
40) NC(=O)CNC(=O)C1=C[C@@H](NC(=O)Nc2cccc(F)c2)[C@@H](O)[C@H](O)C1
    3%[174 µM]	-7	1%[88.5 µM]	-4%[87.6 µM]	4%[172 µM]	5%[172 µM]	-20%[87.6 µM]
